S-ASM inh: human S-ASM enzyme inhibition; P17405; 340,000 compounds, 0.006% hits; Potency, µM (doses to about 57.5 µM), for inactives: at the highest dose activity change, negative = inhibition, usual class: inhibitors; placental ASM, HMU-PC fluorogenic substrate, 60 min; AID 504937; also: potency is read from the fitted curve at half-maximal effect
Target sequence (P17405 47-631 limits assumed): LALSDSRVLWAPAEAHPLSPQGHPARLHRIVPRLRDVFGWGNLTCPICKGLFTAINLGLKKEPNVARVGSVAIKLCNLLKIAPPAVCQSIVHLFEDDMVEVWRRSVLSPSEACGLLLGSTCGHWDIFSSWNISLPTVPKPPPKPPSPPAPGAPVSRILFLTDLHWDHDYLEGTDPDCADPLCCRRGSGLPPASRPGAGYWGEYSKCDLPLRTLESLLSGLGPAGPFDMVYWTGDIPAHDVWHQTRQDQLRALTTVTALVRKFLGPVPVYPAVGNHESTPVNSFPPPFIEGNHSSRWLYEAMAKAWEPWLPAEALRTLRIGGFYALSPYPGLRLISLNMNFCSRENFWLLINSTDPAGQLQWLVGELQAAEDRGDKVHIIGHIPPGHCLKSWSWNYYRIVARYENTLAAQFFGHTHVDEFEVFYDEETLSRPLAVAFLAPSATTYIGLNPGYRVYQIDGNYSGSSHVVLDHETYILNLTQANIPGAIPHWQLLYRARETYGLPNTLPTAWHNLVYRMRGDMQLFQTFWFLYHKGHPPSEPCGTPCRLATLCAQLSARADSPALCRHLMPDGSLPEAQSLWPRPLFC
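Fluorogenic HMU-PC substrate (9 uM final) is turned over by placental ASM in 60 min at 37 C after a 10 min compound preincubation. Reaction ended by alkaline stop (pH 10), with fluorescence read at 386/447 nm.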
CXXC DNA block: blocks binding of human MLL CXXC domain to DNA. Potency, µM (series often up to 115 µM), without a hit: at the highest dose activity change, negative = inhibition, usual class: inhibitors. 290,000 compounds, 0.037% hits. MLL-CXXC / FITC-HOXA9 DNA fluorescence polarization; active = well fitted inhibition curve with a large enough effect in the polarisation, with a control signal flat, not every such curve was filed as active; inconclusive = small, poorly fitted or top-dose-only effect, or effect the other way, or a change in a side signal; inactive = no such curve, though single readings can be large or run the other way; the % refers to the polarisation; also: potency is read from the fitted curve at half-maximal effect
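Purified MLL-CXXC (added from a 7 uM solution) was preincubated 5 min at ambient with pinned compounds in 50 mM Tris-HCl pH 7.5, 50 mM NaCl, 1 mM DTT, 0.05% BSA. Fluorescein-labeled HOX-A9 DNA (50 nM solution) followed, 30 min, then polarization read.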
AT treatment: potential ataxia-telangiectasia treatment; Potency, µM (doses to about 57.5 µM), for inactives: at the highest dose activation, most hits filed as activators; AID 485349; 320,000 compounds, 0.19% hits; […] A-T fibroblasts, KAP-1 phosphorylation AlphaLISA; neocarzinostatin DNA damage 30 min before lysis; also: potency is read from the fitted curve at half-maximal effect; % of control where 0% means no effect; nearly all actives have a fitted effect of over 45% in size
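ATM-like activity read as KAP-1 phosphorylation via AlphaLISA donor/acceptor antibody pairs after lysis and 6 hr at 25C. Cells were ATM-null patient fibroblasts ([…], hTERT), dosed 60 min, then exposed to the DSB inducer NCS for 30 min.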
Mito fusion act: blocks mitochondrial division or promotes mitochondrial fusion; S. cerevisiae fusion-defective mutant growth rescue, CellTiterGlo 48 h; Potency, µM (highest dose often 46.1 µM), for inactives: at the highest dose growth rescue (activation), hits mostly activators; 320,000 compounds, 0.23% hits;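 also: potency is read from the fitted curve at half-maximal effect; % of control where 0% means no effect; nearly all actives have a fitted effect of over 45% in size; temperature-sensitive fusion mutants such as fzo1-1 at 37 °C on non-fermentable ethanol glycerol medium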
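Yeast fusion mutant, YPEG (non-fermentable carbon), compound, 48 h at 37C non-permissive; CellTiterGlo added, 10 min RT, luminescence read. Rescued growth = division inhibition.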
PTAP TSG101 blk: blocks PTAP/TSG101 interaction to inhibit HIV-1 budding. 340,000 tested, under 10 active. Fluorescence polarization, FITC-PTAP peptide / Tsg101 binding. Potency, µM (titrated, usually from 115 µM), for inactives: at the top dose activity change, negative = inhibition, usual class: inhibitors; active = well fitted inhibition curve with a large enough effect in the main read-out, with a control signal flat, not every such curve was filed as active; inconclusive = small, poorly fitted or top-dose-only effect, or effect the other way, or a change in a side signal; inactive = no such curve, though single readings can be large or run the other way; also: potency is read from the fitted curve at half-maximal effect; % of control where 0% means no effect
Target sequence (Q99816 whole entry, looked up): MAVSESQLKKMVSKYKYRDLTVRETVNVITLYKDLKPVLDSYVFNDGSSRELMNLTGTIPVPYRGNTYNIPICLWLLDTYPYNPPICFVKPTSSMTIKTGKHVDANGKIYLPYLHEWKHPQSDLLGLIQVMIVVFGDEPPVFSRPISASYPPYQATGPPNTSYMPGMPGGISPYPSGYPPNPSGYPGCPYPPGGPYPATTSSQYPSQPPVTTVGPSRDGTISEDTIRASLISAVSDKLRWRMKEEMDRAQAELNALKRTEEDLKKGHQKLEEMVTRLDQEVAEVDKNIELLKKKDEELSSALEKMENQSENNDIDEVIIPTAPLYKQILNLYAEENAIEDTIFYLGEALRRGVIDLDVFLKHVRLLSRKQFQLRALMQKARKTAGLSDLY
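Fluorescence anisotropy tracks displacement of a FITC-tagged PTAP peptide (50 nM) from the Tsg101 binding domain (10 uM), following a 20 min room-temperature incubation at pH 7.5.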
Menin-MLL TR inh: inhibitors of human menin-MLL interaction, mutant MLL peptide | O00255 | Menin + Texas Red MLL mutant peptide, fluorescence polarization | Potency, µM (highest dose often 61.6 µM), for inactives: top-dose FP activity change, negative = inhibition, most hits filed as inhibitors | 270,000 compounds, 0.23% hits; active = well fitted inhibition curve with a large enough effect in the polarisation, with a control signal flat, not every such curve was filed as active; inconclusive = small, poorly fitted or top-dose-only effect, or effect the other way, or a change in a side signal; inactive = no such curve, though single readings can be large or run the other way; the % refers to the polarisation; also: potency is read from the fitted curve at half-maximal effect; % of control where 0% means no effect; many of its hits are not listed in these tables
MBNL1-CUG inh: inhibitors of human MBNL1 binding to CUG repeat RNA; Q9NR56; TR-FRET MBNL1-His/biotin-(CUG)12 binding, 665/545 ratio; Potency, µM (series often up to 57.5 µM), inactives show at the highest dose activity change, negative = inhibition, hits mostly inhibitors; 280,000 compounds, 0.036% hits; AID 2675; active = well fitted inhibition curve with a large enough effect in the signal ratio, with a control signal flat, not every such curve was filed as active; inconclusive = small, poorly fitted or top-dose-only effect, or effect the other way, or a change in a side signal; inactive = no such curve, though single readings can be large or run the other way; the % refers to the signal ratio; also: potency is read from the fitted curve at half-maximal effect; % is scaled to controls: 0 for no effect and ±100 for the full control effect
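MBNL1-His + Biotin-(CUG)12, cpd titration 92 nM–58 uM; Tb anti-His Ab 0.055 ng/ul, SA-XL665 5 nM (final); 60 min RT; ratiometric 665/545 nm, Ex 340 nm; normalized to buffer and full-complex controls.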
TSHR antag: human thyrotropin receptor antagonism | TSHR-expressing cells, TSH-stimulated cAMP HTRF, 2 h; active compounds read low | 330,000 compounds, 0.2% hits | activity change, negative = inhibition, % at 11.5 µM | P16473 | AID 504810;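 active = activity change below a set negative limit, meaning inhibition stronger than a set level, cut at about -70% in these data; inconclusive = activity change between two set negative limits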; also: % is scaled to controls: 0 for no effect and ±100 for the full control effect
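Freshly harvested TSHR cells receive pin-tooled compound, then EC80 TSH at 4nM final. After 2 hours at 37 deg C, antibody in lysis buffer and cAMP-d2 are added; 30 minutes at ambient temperature precede the HTRF read.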
Integrin act MD: activators of alpha7 integrin expression for muscular dystrophy | alpha7betagal myoblasts, beta-gal FDG fluorescence, 48 h | Potency, µM (highest dose often 38.3 µM), for the others: at the top dose activation, actives largely listed as activators | 350,000 compounds, 0.064% hits;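 also: potency is read from the fitted curve at half-maximal effect; 100% = response of the positive control SU9516; nearly all actives have a fitted effect of over 60% in size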
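Alpha7betagal+/- myoblasts (passage 13) were plated 16-24 hr, then exposed to compounds (1:260 dilution of DMSO stock) for 48 hours at 37C. After MPER lysis, β-galactosidase reporter activity was read as FDG fluorescence (ex 480/em 540) after 30 minutes.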
TCR activator: T cell receptor activation. primary human leukocytes, anti-CD3, IL-2 HTRF, 48 h. Potency, µM (series often up to 9.22 µM), for inactives: at the highest dose activation of IL-2 secretion, usual class: activators. 330,000 tested, under 10 active. AID 504894; also: % of control where 0% means no effect
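Primary human leukocytes receive a-CD3 beads and test compound and are incubated 48 hr. Secreted IL-2 is then assayed by HTRF, measuring 665nm acceptor emission after 320nm excitation of the europium donor.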
* marks the source's active call; other numbers are inactive results; ? = inconclusive; . = no result given; [ ] = another dose, or the depositor's remark. Unless noted, calls follow the shape of the dose curve; as a rule, active = well fitted curve in the direction sought with a large enough effect; inconclusive = small, poorly fitted or top-dose-only effect, or another doubt; inactive = no such curve, though single readings can be large; an effect the other way counts as inactive or inconclusive. An excerpt, so the mix of outcomes need not match the whole.

Each structure is followed by: S-ASM inh	CXXC DNA block	AT treatment	Mito fusion act	PTAP TSG101 blk	Menin-MLL TR inh	MBNL1-CUG inh	TSHR antag	Integrin act MD	TCR activator
O=C(NC1CCN(Cc2ccccc2)CC1)c1ccc(CS(=O)c2ccc(F)cc2)o1 (stereo not drawn)
→ 0%	-1%	1%	1%	-1%	.	1%	-9	-28%	2%
CCOc1ccc(NC2=NCC(=O)N2Cc2cccs2)cc1
→ 0%	5%	?	13%	-8%	-7%	-1%	5	-10%	-1%
COC(=O)[C@]1(Cc2ccccc2)N[C@H](CN(C)S(=O)(=O)c2ccc(C(C)(C)C)cc2)[C@@H]2C(=O)N(Cc3ccccc3)C(=O)[C@@H]21
→ 4%	.	1%	.	0%	.	.	5	9%	6%
O=C(OCc1nnn(Cc2ccccc2)c1-c1c(COC(=O)c2ccccc2)nnn1Cc1ccccc1)c1ccccc1
→ 21%	3%	10%	-14%	-1%	.	-1%	-4	-6%	3%
COc1ccccc1CCNC(=O)C(=O)c1cn(CC(=O)N2CCCC2)c2ccccc12
→ 6%	-14%	-6%	-1%	-1%	12%	7%	19	7%	-2%
Cc1ccsc1/C=N/NC(=O)c1nnn(-c2nonc2N)c1CN(C)c1ccccc1
→ ?	15%	-7%	3%	0%	?	?	-13	-20%	3%
CCN(c1cccc(C)c1)c1ncnc2nc[nH]c12
→ 11%	2%	-5%	5%	-4%	-30%	0%	0	-32%	-2%
Fc1ccc(-c2nnc(-c3ccc4ccccc4c3)o2)cc1
→ -4%	.	.	.	-2%	.	.	.	-4%	3%
COC(=O)Cc1cc(=O)[nH]c(Nc2nc3ccccc3o2)n1
→ -5%	17%	8%	7%	-5%	5%	12%	-13	-5%	-2%
COc1ccc(S(=O)(=O)NC(CC(=O)NCC2CCCO2)c2ccco2)cc1 (stereo not drawn)
→ 0%	4%	3%	-7%	-8%	-27%	-4%	29	-9%	2%

Each structure is followed by: S-ASM inh	CXXC DNA block	AT treatment	Mito fusion act	PTAP TSG101 blk	Menin-MLL TR inh	MBNL1-CUG inh	TSHR antag	Integrin act MD	TCR activator
CSCC[C@@H](C(=O)NCCCCCCCCCCC(=O)N1CCN(C(=O)OC(C)(C)C)CC1)n1cc(CCO)nn1
→ 5%	.	10%	-6%	-1%	.	.	-10	-25%	-1%
CCCc1nnc(NC(=O)CCC(=O)NCCc2ccc(OC)c(OC)c2)s1
→ 3%	9%	2%	-6%	-1%	-23%	-3%	-1	15%	-6%[46.1 µM]
COC(=O)CNC(=O)C12CC3CC(C1)CC(c1ccc(C)cc1)(C3)C2
→ -1%	13%	-3%	1%	-4%	-22%	-6%	11	-11%	1%
CCCc1ccc(-c2ccc(/C=C/C(=O)O)cc2)nc1
→ -2%	11%	0%	?	-2%	-3%	.	-11	-5%	0%[46.1 µM]
Cc1ccc(CNC(=O)C2CC(c3ccc(C(F)(F)F)cc3)=NO2)o1 (stereo not drawn)
→ -6%	13%	16%	-9%	-4%	.	0%	-5	-11%	12%
CCOCCCn1c(SCC(=O)Nc2cc(C(C)(C)C)nn2-c2ccccc2)nc2ccccc2c1=O
→ 1%	3%	3%	13%	1%	-26%	-7%	-12	3%	-6%[46.1 µM]
CN(C)c1cccc(C(=O)Nc2nc3ccccc3[nH]2)c1
→ 21%	2%	-3%	-5%	1%	?	-1%	12	3%	1%
CC1Cc2ccccc2N1C(=O)c1cc2sccc2n1Cc1ccccc1 (stereo not drawn)
→ -12%	6%	6%	11%	-5%	-1%	14%	35	-39%	8%
CN(CC(CC(=O)O)c1ccccc1)S(=O)(=O)c1ccc(Br)cc1 (stereo not drawn)
→ 0%	-3%	9%	1%	-4%	-1%	-10%	0	24%	0%
O=C(Nc1ccc(Cl)c(Cl)c1)OCc1cncs1
→ -2%	7%	-5%	-16%	1%	12%	-1%	1	-15%	-2%

Each structure is followed by: S-ASM inh	CXXC DNA block	AT treatment	Mito fusion act	PTAP TSG101 blk	Menin-MLL TR inh	MBNL1-CUG inh	TSHR antag	Integrin act MD	TCR activator
CC(C)CC(=O)N1CCC(O)(CS(=O)(=O)c2ccc(Cl)c(Cl)c2)CC1
→ 11%	0%	1%	2%	-2%	-25%	4%	-2	10%	2%
Cc1noc(C)c1C(=O)OC(C)C(=O)N(C)c1ccccc1 (stereo not drawn)
→ 2%	.	9%	-2%	-2%	.	.	-5	-16%	3%
O=C(CCc1ccc(O)cc1)N/N=C/c1coc2ccccc2c1=O
→ 8%	5%	2%	3%	-4%	.	0%	-3	5%	-1%
Clc1ccc(OCCN2CCCCC2)c(Cl)c1
→ 1%	-12%	-5%	1%	-3%	-29%	-12%	-3	-13%	-1%
COc1ccc(S(=O)(=O)n2nc(C)cc2C)cc1OC
→ 4%	-4%	-7%	-1%	-1%	-11%	1%	0	-22%	-4%
CCC(=O)Nc1c(-c2ccc(OC)cc2)c(=O)c2ccccc2n1C
→ 3%	-5%	-1%	-2%	-4%	8%	-1%	0	-22%	-9%
CC(=O)N1CCc2cc(S(=O)(=O)NC(CC(C)C)C(=O)Nc3cc(C(=O)O)ccc3C)ccc21 (stereo not drawn)
→ 3%	-5%	6%	0%	-6%	9%	-4%	-1	4%	8%
O=C1CC(C(=O)N2CCN(c3ccccn3)CC2)CN1Cc1ccccc1Cl (stereo not drawn)
→ .	.	1%	0%	0%	.	.	2	-13%	0%
Clc1ccc(Br)cc1-c1nc(-c2ccncc2)no1
→ 0%	30%	3%	-10%	-4%	-16%	2%	-9	-2%	.
Cc1ccc(Nc2nnc(SCn3nnc4ccccc4c3=O)s2)cc1
→ -13%	1%	-7%	4%	2%	-20%	-2%	-8	-10%	2%

Each structure is followed by: S-ASM inh	CXXC DNA block	AT treatment	Mito fusion act	PTAP TSG101 blk	Menin-MLL TR inh	MBNL1-CUG inh	TSHR antag	Integrin act MD	TCR activator
COc1cc(CN2CCNC(=O)C2CC(=O)NCCCC2CCCC2)cc(OC)c1 (stereo not drawn)
→ -3%	9%	12%	0%	-4%	.	3%	-6	9%	0%
CC(C)=CCCC(C)N(C=O)C(C)CCC=C(C)C (stereo not drawn)
→ -1%	.	.	.	-2%	.	.	.	-19%	3%
COc1cccc(C2=NOC(C(=O)Nc3ccc4c(c3)OCO4)C2)c1 (stereo not drawn)
→ -1%	-4%	2%	6%	-3%	5%	-4%	-5	-3%	2%
N=c1n(Cc2ccccc2Cl)c2ccccc2n1CC(O)c1ccco1 (stereo not drawn)
→ 4%	3%	-1%	-5%	0%	-15%	-7%	1	5%	-6%
CN(CC(=O)Nc1ccccc1C(=O)Nc1ccccc1)C1CCCCC1
→ 2%	.	4%	.	0%	.	.	31	23%	-2%
COc1cccc(CNC(=O)C2=Cc3cccc(OC)c3OC2)c1
→ -2%	0%	-1%	5%	-2%	9%	9%	0	-26%	-2%
CC(C)C(OC(=O)c1nsc(Cl)c1Cl)C(=O)NC1CCCCC1 (stereo not drawn)
→ 3%	15%	-9%	7%	-2%	-7%	-4%	1	-8%	-2%
CC(C)OC(=O)CCCN1C(=O)c2ccc(N)cc2C1=O
→ -1%	-5%	5%	3%	-4%	1%	?	-2	27%	0%
COc1ccc(C(=O)N2CCCC(N3CCN(c4ccccc4F)CC3)C2)c(OC)n1 (stereo not drawn)
→ -2%	-9%	4%	2%	-7%	.	4%	4	-47%[inhibitor]	-1%
Cc1ccc(-n2nnnc2SCC(=O)Nc2ccccc2N2CCCCC2)cc1C
→ -2%	5%	15%	22%	-1%	-8%	-2%	-18	-22%	-5%

Each structure is followed by: S-ASM inh	CXXC DNA block	AT treatment	Mito fusion act	PTAP TSG101 blk	Menin-MLL TR inh	MBNL1-CUG inh	TSHR antag	Integrin act MD	TCR activator
O=C(Nc1cnn(Cc2ccccc2)c1)c1nc2ncccn2n1
→ 0%	-13%	-8%	1%	-1%	-13%	3%	2	-10%	4%
CCOC(=O)C(C)Sc1ncc(OC)c(=O)[nH]1 (stereo not drawn)
→ 4%	-1%	1%	-2%	-3%	22%	-4%	-4	14%	1%
Cc1ccc(C)c(S(=O)(=O)N2CCN(CC(=O)Nc3cc(C)on3)CC2)c1
→ -3%	-5%	.	-1%	-4%	2%	-1%	-8	23%	-8%
COC(=O)C1C(=O)/C(=C/N(C)C)C(=O)CC1(C)C (stereo not drawn)
→ 2%	0%	-2%	-5%	1%	4%	-9%	3	-7%	-3%

Screening data: PubChem, National Center for Advancing Translational Sciences (NCATS)
